# Bioassay records (PubChem)
# SRC3 TRFRET art – TR-FRET detection interference compounds, artefact control for PPARgamma SRC-3 recruitment agonists, biochemical, TR-FRET ratio; TR-FRET artefact counter-screen, PPARgamma/SRC-3 format; active compounds read high; TR-FRET ratio at 8 µM; 99,000 tested, 0.39% active; in the data active = TR-FRET ratio above about 2000; also: inactives centre near 1600
# SRC1 TRFRET art – TR-FRET detection interference compounds, primary screen, artefact control for PPARgamma SRC-1 recruitment agonists, biochemical, TR-FRET emission ratio; TR-FRET detection artefact counter-screen; active compounds read high; TR-FRET ratio at 8 µM; 99,000 tested, 0.34% active; AID 1051, 2008; in the data active = TR-FRET ratio above about 2300; also: inactives centre near 1800
# * = called active by the depositor.
# The first 21 compounds (preview)
SMILES,SRC3 TRFRET art,SRC1 TRFRET art
CCOC(=O)C(NC(C)=O)C(O)c1ccc([N+](=O)[O-])cc1 (stereo unspecified),1421,1617
O=C(/C=C/c1ccccc1Cl)NC1CCS(=O)(=O)C1 (stereo unspecified),1596,1622
CC(Oc1ccc(Br)cc1)C(=O)N1CCC(C(N)=O)CC1 (stereo unspecified),1651,1782
CN1CCN(C(=O)C2CCN(S(=O)(=O)c3ccc4c(c3)oc(=O)n4C)CC2)CC1,1502,1591
CN1C(=O)/C(=C/c2ccc(O)c([N+](=O)[O-])c2)NC1=S,1667,1614
c1ccc(CCCNc2ncnc3nc[nH]c23)cc1,1423,1702
O=C(Oc1ccc(N2C(=O)CCC2=O)cc1)c1ccccc1Cl,1415,1755
NC(=O)c1nn(-c2ccc(Oc3ccccc3)cc2)c(=O)cc1O,1501,1750
Cc1ccc(C(=O)COc2ccccc2-c2ccccc2)cc1C,1358,1651
C#CCNC(=O)C1=C[C@H](C2CC2)C[C@H](OCCCCO)O1,1699,1754
CCc1nccn1S(=O)(=O)c1cc(OC)c(Cl)cc1OC,1742,1972
CCCNc1sc(S(=O)(=O)CCC)nc1S(=O)(=O)c1ccc(C)cc1,1584,1821
CCn1cc(C(=O)NCCCOC)c2cc(OC)c(OC)cc2c1=O,1708,1521
CC(Nc1ccc(F)cc1F)C(=O)NC(=O)NC1CCCCC1 (stereo unspecified),1836,1972
CC(=O)c1cc2c(cc1NS(=O)(=O)c1ccc(F)cc1)OCO2,1539,1504
S=c1[nH]nc(-c2ccccc2)n1/N=C/c1ccc(-c2ccccc2Cl)o1,1473,1626
CCc1ccc(NC(=O)C2CCCN(S(=O)(=O)c3c(C)[nH]c(=O)[nH]c3=O)C2)cc1 (stereo unspecified),1271,1508
CN(C)/C=C1\C(=O)ON=C1c1ccccc1,1622,1847
Cc1ccc(NC(=O)CSc2nn(-c3ccccc3)c(=S)s2)cc1S(=O)(=O)N(C)C,1639,1851
CC(C)C(NC(=O)c1ccccc1F)C(=O)Nc1nccs1 (stereo unspecified),1629,1612
COc1ccccc1-c1nnc2sc(-c3ccc(N(C)C)cc3)nn12,1715,1972

# Main list, previewed entries included:
SMILES,SRC3 TRFRET art,SRC1 TRFRET art
CCOC(=O)C(NC(C)=O)C(O)c1ccc([N+](=O)[O-])cc1 (stereo unspecified),1421,1617
O=C(/C=C/c1ccccc1Cl)NC1CCS(=O)(=O)C1 (stereo unspecified),1596,1622
CC(Oc1ccc(Br)cc1)C(=O)N1CCC(C(N)=O)CC1 (stereo unspecified),1651,1782
CN1CCN(C(=O)C2CCN(S(=O)(=O)c3ccc4c(c3)oc(=O)n4C)CC2)CC1,1502,1591
CN1C(=O)/C(=C/c2ccc(O)c([N+](=O)[O-])c2)NC1=S,1667,1614
c1ccc(CCCNc2ncnc3nc[nH]c23)cc1,1423,1702
O=C(Oc1ccc(N2C(=O)CCC2=O)cc1)c1ccccc1Cl,1415,1755
NC(=O)c1nn(-c2ccc(Oc3ccccc3)cc2)c(=O)cc1O,1501,1750
Cc1ccc(C(=O)COc2ccccc2-c2ccccc2)cc1C,1358,1651
C#CCNC(=O)C1=C[C@H](C2CC2)C[C@H](OCCCCO)O1,1699,1754
CCc1nccn1S(=O)(=O)c1cc(OC)c(Cl)cc1OC,1742,1972
CCCNc1sc(S(=O)(=O)CCC)nc1S(=O)(=O)c1ccc(C)cc1,1584,1821
CCn1cc(C(=O)NCCCOC)c2cc(OC)c(OC)cc2c1=O,1708,1521
CC(Nc1ccc(F)cc1F)C(=O)NC(=O)NC1CCCCC1 (stereo unspecified),1836,1972
CC(=O)c1cc2c(cc1NS(=O)(=O)c1ccc(F)cc1)OCO2,1539,1504
S=c1[nH]nc(-c2ccccc2)n1/N=C/c1ccc(-c2ccccc2Cl)o1,1473,1626
CCc1ccc(NC(=O)C2CCCN(S(=O)(=O)c3c(C)[nH]c(=O)[nH]c3=O)C2)cc1 (stereo unspecified),1271,1508
CN(C)/C=C1\C(=O)ON=C1c1ccccc1,1622,1847
Cc1ccc(NC(=O)CSc2nn(-c3ccccc3)c(=S)s2)cc1S(=O)(=O)N(C)C,1639,1851
CC(C)C(NC(=O)c1ccccc1F)C(=O)Nc1nccs1 (stereo unspecified),1629,1612
COc1ccccc1-c1nnc2sc(-c3ccc(N(C)C)cc3)nn12,1715,1972
CC(C)CC(=O)/C=C/n1c(=S)oc2ccccc21,1510,1666
C/C(=N\NC(=S)Nc1ccc(C)c(C)c1)c1ccc(N2CCOCC2)cc1,1564,1746
COc1ccc2[nH]c(CN3CCN(CC(C)C)C(CCO)C3)c(C)c2c1 (stereo unspecified),1765,2165
O=C1NCCCC1C(=O)N1CCN(C(=O)c2ccco2)CC1 (stereo unspecified),1514,1769
COc1ccc(C(C)=O)cc1CN1C(=O)NC2(CCCC2)C1=O,1627,1731
O=C(C[n+]1ccccc1)N/N=C/c1cccs1,1785,1771
COc1ccccc1CN(C)CC(=O)NC1CCCc2ccccc21 (stereo unspecified),1746,1959
COc1ccc(Br)c(C(=O)Nc2cccc(Cl)c2Cl)c1,1464,1627
CC(NC(=O)NC1CCCCC1)c1ccccc1 (stereo unspecified),1580,1536
CC(=O)c1nc(-c2ccccc2)sc1C,1691,1897
Cc1cc(-n2cnnn2)ccc1C(C)C,1548,1627
O=C(CN1C(=O)c2ccccc2S1(=O)=O)NC(Nc1ccccc1F)C(Cl)(Cl)Cl (stereo unspecified),1410,1665
O=C(O)CNC(=O)/C=C/c1ccc(Cl)cc1Cl,1514,1794
O=C(OCc1ccccc1)N1CCOCCN(C(=O)OCc2ccccc2)CCOCC1,1640,1986
COC1=C(c2ccccc2)C(=O)c2ccccc2C1=O,1576,1828
O=C(Nc1cc(S(=O)(=O)N2CCCCC2)ccc1Cl)c1ccccc1NS(=O)(=O)c1ccc(F)cc1,1688,1927
CCc1ccc(/C=N\NC(=O)c2ccc(Br)o2)s1,1611,1715
COc1cccc2cc(C(=O)NCCc3c[nH]c4ccccc34)c(=O)oc12,1618,1650
CC1=C(C(=O)Nc2ccccc2)C(c2coc3ccccc3c2=O)C2=C(CCCC2=O)N1 (stereo unspecified),1610,1632
COc1cc(CNc2nnnn2C)ccc1OCc1ccc(F)cc1Cl,1820,1857
O=c1cc(CSc2ccc(Cl)cc2)nc2nc[nH]n12,1717,1633
COCCN(C(=O)CCC(=O)Nc1nccs1)C(C(=O)NC(C)(C)C)c1ccc(Cl)cc1 (stereo unspecified),1635,1949
CCc1cccc(C)c1NC(=O)c1ccccc1,1482,2037
CC(NC(=O)COC(=O)/C=C/c1cccc(C(F)(F)F)c1)c1ccccc1 (stereo unspecified),1546,1726
O=C(CSc1nnc(-c2ccccc2)c(-c2ccccc2)n1)NC1CCS(=O)(=O)C1 (stereo unspecified),1693,1728
COc1cc2ncnc(NCCc3ccccc3)c2cc1OC,1583,1916
Cc1nnc(NN2CCOCC2)[nH]c1=O,2033,2029
Nc1c(C(=O)Nc2ccc(Cl)c(Cl)c2)sc2nc(-c3cccnc3)ccc12,1870,2308
Cc1cccc(C)c1N=C1NN=C(c2ccccc2F)CS1,1671,1779
Cc1ccc(N(C(=O)CNC(=O)c2ccco2)C(C(=O)NCC2CCCO2)c2ccccc2)cc1 (stereo unspecified),1360,1751
CCC(C)[C@H](NC(=O)Nc1ccc(S(N)(=O)=O)cc1)C(=O)O (stereo partly specified),1475,1727
COc1ccc(/C=C/C(=O)c2ccc(OC)cc2OC)c(OC)c1,1570,1704
CCC(C)(C(=O)NC1CCCCC1)N(Cc1ccco1)C(=O)CNC(=O)c1ccccc1 (stereo unspecified),1595,1965
COc1ccc(N2CCCn3c2nc2c3c(=O)n(Cc3ccc(C)cc3)c(=O)n2C)c(OC)c1,1503,1798
C=C(C)c1cccc(C(C)(C)NC(=O)NCCN(CC)CC)c1,1695,1701
COc1ccc(C(=O)C2CCCN(C(=O)c3cccnc3SC)C2)c(C)c1 (stereo unspecified),1472,1692
O=C(CSc1ccc([N+](=O)[O-])cc1)NCC1CCCCC1,1551,1576
CCOc1ccc(/C=N/NC(N)=S)cc1,1618,1835
CCN(Cc1cnn(C)c1)Cc1nc(C2(c3ccc(C)cc3)CCCC2)no1,1554,1803
# More entries.
SMILES,SRC3 TRFRET art,SRC1 TRFRET art
CC(C)(O)C1Cc2cc(/C=C/C(=O)O)c(O)cc2O1 (stereo unspecified),1475,1755
COc1cccc(C2C3=C(N=c4s/c(=C\c5ccccc5O)c(=O)n42)c2ccccc2CC3)c1OC (stereo unspecified),1656,1888
CN(C)CCNC(=O)/C=N/O,1574,1841
Cc1cc(C(=O)NNC(=O)C2CCCC2)c(C)o1,1752,1711
Cc1nc(-c2cn[nH]c2-c2ccc(O)cc2O)cs1,1769,1918
CC(NCc1cc(Br)ccc1OCC(=O)NCc1ccccc1)c1ccccc1 (stereo unspecified),1644,2018
CCOc1ccc(N(CC(=O)NCC(C)C)S(C)(=O)=O)cc1,1490,1853
COc1ccc(C(=O)Nc2cccnc2)cc1C(=O)Nc1cccnc1,1505,1548
CC(C)N(C(=O)Nc1ccc2nsnc2c1)C(C)C,1724,1782
CCOC(=O)N1CCN(C(=O)/C=C/c2ccc([N+](=O)[O-])cc2)CC1,1962,1999
O=C(O)CNC(=O)CC1S/C(=N/N=C/c2ccccc2O)NC1=O (stereo unspecified),1555,1965
CCOC(=O)c1c(NC(C)=O)sc2c(O)cccc12,1573,1682
CN(C)C=Nc1c(C(=O)c2ccccc2)sc2nccc(N(C)C)c12,1650,2016
CCOC(=O)c1nn(-c2ccccc2)c2nnc(Cc3ccccc3)c(=O)n12,1545,1788
COc1ccc(N2C(=O)CSC2c2ccc3c(c2)OCO3)c(OC)c1 (stereo unspecified),1463,1788
Cc1oc(-c2cccs2)nc1CN1CCC(c2ccccc2)CC1,1725,1642
COc1cc(/C=N/N=C2/C(=O)Nc3ccccc32)cc(OC)c1O,1625,2087
Cc1cccc(NC(=O)c2ccc(CN3CCN(Cc4ccccc4)CC3)cc2)c1,1729,1904
COc1ccc(NC(=O)CC2C(=O)N(C)C(=S)N2Cc2ccncc2)cc1 (stereo unspecified),1629,1869
O=S(=O)(c1ccc(NC(=S)N/N=C/c2cccc(Oc3ccccc3)c2)cc1)N1CCOCC1,1571,1649
CCOC(=O)C(C)(C)N(Cc1cccc(C)c1)S(=O)(=O)c1ccc(Cl)c([N+](=O)[O-])c1,1391,1867
COc1ccccc1CNC(=O)COC(=O)/C=C/c1cccs1,1465,1837
COc1ccc(/C=C/C(=O)Nc2ccc(-n3nncc3-c3ccccc3)cc2)cc1OC,1769,1906
NC(=O)COC(=O)c1cccc(S(=O)(=O)N2CCCCC2)c1,1548,1844
O=C(CN1CCCCCCC1)Nc1cccc(Cl)c1Cl,1609,1650
CC1=NN(C(N)=S)C(=O)C1N=Nc1cccc2ccccc12 (stereo unspecified),1462,1824
CCSc1nnc(NC(=O)c2cccc(S(=O)(=O)N(C)c3ccccc3)c2)s1,1508,1903
O=C(Nc1ccc(CSc2ccccc2)cc1)c1ccc(CN2CCOCC2)cc1,1534,1445
COc1ccc(C(C#N)N2N=C(c3ccccc3)CC2c2ccccc2)cc1OC (stereo unspecified),1561,1884
Cc1[nH]c(=O)[nH]c(=O)c1S(=O)(=O)NCCc1ccc(S(N)(=O)=O)cc1,1528,1639
CCc1c(C)nc(SCc2ccccn2)[nH]c1=O,1786,1818
CCCn1nnnc1NC(=O)c1ccc2ccccc2c1,1576,1822
O=C(NC1CC1)c1ccc(CN(c2ccccc2)S(=O)(=O)c2ccccc2)cc1,1559,1862
CCOC(=O)c1cc2[nH]c3ccccc3c2[n+](-c2ccc([N+](=O)[O-])cc2)c1N,1574,2080
CN(C)C(=S)Nc1ccc([N+](=O)[O-])cc1,1597,1824
Cc1cccc(C(=O)NN2S(=O)(=O)c3ccccc3S2(=O)=O)c1,1593,1630
Cc1cnc(NC(=O)c2ccncc2)s1,1433,1821
Cc1nn2c(CN(C(=O)COc3ccccc3)c3ccccc3)nnc2c2ccccc12,1598,1737
CN(C)Cc1nc2ccccc2c(=O)n1CC(=O)Nc1cccc(S(=O)(=O)N2CCOCC2)c1,1713,2025
COc1cccc(C2CC(=O)Nc3cc4c(cc32)CCC4)c1 (stereo unspecified),1765,1777
CCOC(=O)c1c(C)n(O)c2ccc(Cl)cc2c1=O,1547,2032
Cc1ccc(S(=O)(=O)Oc2ccccc2/C=N/NC(=O)c2nn(C)cc2[N+](=O)[O-])cc1,1518,1633
CS(=O)(=O)Oc1ccc(/C=N/NC(=O)c2ccncc2)cc1,1521,1846
COc1ccccc1N1CCN(C2CCN(C(=O)c3cccs3)CC2)CC1,1326,1690
O=C(NCc1cccnc1)C1CCN(c2ccc(S(=O)(=O)N3CCOCC3)cc2Cl)CC1,1406,1735
COc1ccc(OC)c(-n2nnnc2SCC(=O)Nc2ccccc2N2CCOCC2)c1,1477,1935
COc1cc(CO)cc(Br)c1OCC(=O)Nc1cccc2ccccc12,1383,1672
COc1ccc(S(=O)(=O)N(CC(=O)NCc2cccnc2)Cc2ccccc2)cc1,1367,1677
N#CC1=C(N)Oc2n[nH]c(-c3cccs3)c2C1c1ccccc1C(=O)O (stereo unspecified),1802,2146
Fc1cccc(/C=N/Nc2ccc3ccccc3n2)c1,1377,1451
O=C(/C=C/NCC(=O)c1ccccc1)c1ccc(Br)cc1,1584,1952
O=C(CCc1nc2ccccc2c(=O)[nH]1)N1CCN(c2ccc(F)cc2)CC1,1447,1462
C/C(=N\NC(=O)CN(c1ccc(C)cc1)S(C)(=O)=O)c1cccs1,1609,1672
COc1c(Br)cc2c(C)c(C(=O)O)oc2c1Br,1589,1630
COc1ccc2cc(C(N)=O)c(=Nc3ccc(C)cc3)oc2c1,1580,1745
Cc1ccc(S(=O)(=O)C2(C(=O)Nc3nccs3)CC2)cc1,1777,2051
O=C1NC(=Nc2ccccc2)/C(=C/c2ccco2)S1,1514,1739
CCOC(=O)c1sc(NC(=O)C2CCC2)cc1C,1481,1645
CN(C)C1=NCC(CSC(=N)N)S1 (stereo unspecified),1453,1673

# A portion of the library. The share of hits here may be higher or lower than overall.
